EPAC2 ag: EPAC2 (human) agonism | EPAC2 activation, biochemical qHTS; response scale: 100% = 6.5 mM cAMP response | Potency, µM (titrated, usually from 154 µM), inactives show at the highest dose activation, usual class: activators | actives 0.079% (n = 360,000) | AID 720711; further: potency means the concentration at half of the fitted maximal effect; nearly all actives have a fitted effect of over 50% in size
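Readout is BODIPY fluorescence (480 nm excitation, 540 nm emission), which falls as labeled GDP is exchanged off Rap1B. EPAC2 at 100 nM acted on 250 nM RAP1B-BODIPY-GDP with 50 uM GDP present.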
aSyn rescue: alpha-synuclein toxicity inhibition in yeast | Yeast expressing alpha-synuclein, growth rescue, BacTiter-Glo, 24 h | AID 652106 | Potency, µM (highest dose often 46.1 µM), inactives show at the top dose growth rescue (activation), actives largely listed as activators | actives 0.14% (n = 370,000); further: potency means the concentration at half of the fitted maximal effect; % of control where 0% means no effect; nearly all actives have a fitted effect of over 65% in size
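Readout is rescue of growth in alpha-synuclein-expressing yeast, so inhibitors of toxicity appear as activators. Growth after 24 hr at 30 deg C in galactose medium is quantified by luminescence.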
TDP-43 yeast inh: rescues yeast growth from TDP-43 toxicity; AID 652104; TDP-43 expressing yeast growth rescue, BacTiter-Glo, 24 h; Potency, µM (top dose mostly 46.1 µM), for inactives: top-dose growth rescue (activation), actives largely listed as activators; actives 1.8% (n = 410,000); further: potency means the concentration at half of the fitted maximal effect; % of control where 0% means no effect; nearly all actives have a fitted effect of over 50% in size
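Cell-based yeast growth screen: TDP-43 expression induced in galactose, inoculum OD600=0.02 after raffinose pregrowth to mid-log. Read-out BacTiter-Glo luminescence at 24 hr, 30 deg C; inhibition of toxicity seen as signal increase.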
EPAC2 antag: antagonists of human EPAC2; actives 0.18% (n = 360,000); EPAC2 GEF exchange of Rap1B-BODIPY-GDP, fluorescence; AID 720708; Q8WZA2; Potency, µM (titrated, usually from 114 µM), for the others: top-dose activity, negative = inhibition, actives largely listed as inhibitors; further: potency means the concentration at half of the fitted maximal effect; on the % scale 0 is the no-effect control and ±100 the full control effect; nearly all actives have a fitted effect of over 45% in size; many of its hits are not listed in these tables
Abeta rescue: A-beta toxicity reversal in yeast. yeast expressing A-beta42, growth rescue, OD600, 48 h; response scale: 0% DMSO, 100% iron-clioquinol control. Potency, µM (top dose mostly 46.1 µM), for inactives: top-dose growth rescue, most hits filed as activators. actives 0.063% (n = 410,000); further: potency means the concentration at half of the fitted maximal effect; nearly all actives have a fitted effect of over 55% in size
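Yeast A-beta toxicity model in growth medium with pinned compounds, 48 h at 30 C; growth read as absorbance at 600 nm. Normalized to FeCl3/clioquinol equimolar mix (positive) and DMSO (negative).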
DRD3 agonist: activates the human D3 dopamine receptor | P35462 | D3R DiscoveRx beta-arrestin cells, luminescence, 90 min | max activation, % | actives 0.58% (n = 410,000); in the data active means max activation above about 30%; further: 0% is about no effect; mostly tested at two doses, the higher about 12 µM
Target sequence (P35462 whole entry, looked up): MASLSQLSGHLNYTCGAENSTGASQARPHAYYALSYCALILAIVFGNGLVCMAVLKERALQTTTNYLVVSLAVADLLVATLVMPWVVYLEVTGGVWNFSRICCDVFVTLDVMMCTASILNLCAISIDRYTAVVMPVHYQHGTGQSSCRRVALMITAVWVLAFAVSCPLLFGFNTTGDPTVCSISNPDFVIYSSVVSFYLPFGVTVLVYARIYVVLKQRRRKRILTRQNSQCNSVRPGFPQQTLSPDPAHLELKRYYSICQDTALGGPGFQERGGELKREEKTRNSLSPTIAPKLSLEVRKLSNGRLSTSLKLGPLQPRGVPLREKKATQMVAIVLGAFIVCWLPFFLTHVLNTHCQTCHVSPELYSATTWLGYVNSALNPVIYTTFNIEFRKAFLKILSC
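Cells at 1500/well, incubated overnight, then treated with pinned compounds (dopamine as control) for 90 min at 37 degrees C. DiscoveRx reagent added for 30 - 60 minutes at room temperature; luminescence read.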
FUS suppressor: rescues growth of FUS-expressing yeast; S. cerevisiae FUS-expressing, growth rescue, OD600, 24 h; Potency, µM (highest dose often 76.6 µM), without a hit: at the top dose growth rescue (activation), hits mostly activators; actives 0.24% (n = 390,000); AID 1347120;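 further: potency means the concentration at half of the fitted maximal effect; plate controls were DMSO vehicle for no effect and reference control for full effect; nearly all actives have a fitted effect of over 55% in size; some results filed as inactive show a strong effect at the top dose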
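Read-out: OD at 600 nm after 24hr at 30C, reporting rescue of FUS-induced yeast toxicity. Cells at OD 0.005 in galactose (2%) minimal medium; compounds tested in a dilution series; CP55940 titration from 92uM final as control.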
D3 antag: blocks the human D3 dopamine receptor; max response, negative = inhibition, %; actives 2.5% (n = 360,000); D3R cells, DiscoveRx beta-arrestin luminescence, antagonist mode; stronger effect = lower value; AID 652054; in the data active means max response below about -50%; inconclusive means no clear call, values can overlap the other calls; further: on the % scale 0 is the no-effect control and ±100 the full control effect; mostly tested at two doses, the higher about 12 µM
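Cells plated overnight at 1500 cells/well, then exposed to library compounds with dopamine controls for 90 minutes at 37 degrees C. DiscoveRx reagent added for 30–60 minutes at room temperature; luminescence read, quantitative HTS format.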
The depositor's hits bear a star; ? = inconclusive; . = no result given. Unless noted, the call rests on the fitted dose curve; in most records, active means well fitted curve in the direction sought with a large enough effect; inconclusive means small, poorly fitted or top-dose-only effect, or another doubt; inactive means no such curve, though single readings can be large; an effect the other way counts as inactive or inconclusive.

SMILES | EPAC2 ag | aSyn rescue | TDP-43 yeast inh | EPAC2 antag | Abeta rescue | DRD3 agonist | FUS suppressor | D3 antag
O=C1CSC(c2ccccn2)N1Cc1cn2ccccc2n1 (stereo unspecified) | 2% | -5% | 4% | 12% | -5% | -3 | -16% | 16
C[C@H](CO)NC(=O)[C@H](C)[C@H]1C[C@]1(C)[C@H](NC(=O)OCc1ccccc1)c1ccccc1 | 2% | -1% | 9% | 8% | -14% | -20 | 8% | ?
Cc1cccc(N2C(=O)CN(Cc3cccs3)C2=S)c1 | -7% | 6% | ? | -8% | 17% | 6 | 15% | -5
CC(C)C(C(=O)NC1CCCC1)N(CC1CCCO1)C(=O)CNS(=O)(=O)c1ccc(F)cc1 (stereo unspecified) | 3% | 0% | 11% | 6% | 4% | -3 | 8% | 4
O=C(Nc1ccc2c(c1)OCCO2)NC1(C(F)(F)F)Oc2ccccc2O1 | 2% | 5% | 8% | 3% | -11% | 5 | -12% | -1
O=C(NCC1CCCO1)C1CCN(S(=O)(=O)c2cccc3cccnc23)CC1 (stereo unspecified) | 8% | 2% | 9% | -2% | -6% | -4 | -5% | 9
C/C(=N\NC(=O)c1c(Cl)c(C)nn1C)c1cccc(NC(=O)COc2ccccc2)c1 | 0% | -2% | 5% | -10% | -2% | -4 | 12% | 4
Cc1ccc(NC(=O)Cn2nc(N3CCN(c4ccccc4)CC3)ccc2=O)cc1F | . | . | 18µM* | . | 0% | -9 | ? | .
Cc1ccc(C)c(S(=O)(=O)N2CCN(C(=O)Nc3ccccc3)CC2)c1 | 12% | 13% | ? | -2% | 7% | -2 | 11% | -7
COc1ccc(NS(=O)(=O)N2CCOCC2)cc1 | 1% | 0% | -1% | 8% | -8% | -3 | 8% | 13
CC(=O)NNC(=O)CCC(=O)Nc1ccccc1 | 8% | 0% | 2% | -1% | 6% | 2 | 18% | -80*
Cc1ccnc(SCC(=O)N2CCC(C(N)=O)CC2)n1 | 3% | 0% | 18% | 11% | 16% | 5 | -23% | 7
O=C(CN1CCN(Cc2ccccc2)CC1)N1CCN(c2ccccc2)CC1 | 5% | -2% | 2% | -3% | -1% | -13 | 10% | -4
CCc1ccc(OS(=O)(=O)c2cn(C)c(=O)n(C)c2=O)cc1 | -2% | 7% | ? | 11% | 13% | 0 | -9% | 13
CCOc1ccc(/C=C2\SC(=S)N(CC(=O)N(CCO)C(C)(C)C)C2=O)cc1 | 3% | 11% | -8% | 3% | 5% | -8 | 11% | -11
O=C(NCCCCc1ccccc1)C1CC(c2ccccc2[N+](=O)[O-])=NO1 (stereo unspecified) | 16% | -10% | ? | 11% | -5% | -25 | 16% | -17
COC(=O)[C@]1(C)N[C@H](c2ccc(-c3ccc(OC)cc3)cc2)[C@@H]2C(=O)N(C)C(=O)[C@@H]21 | 7% | 0% | -3% | 7% | -3% | -7 | -6% | 14
CN(C)CCNC(=O)c1ccc2c(c1)N(Cc1ccc(F)cc1)CCS2 | 10% | 4% | -3% | -1% | 6% | -11 | -8% | ?
CCC(CC)CN1CCC(CN2C(=S)NC[C@@H]2CC(C)C)CC1 | -7% | -7% | -15% | -7% | -9% | -41 | -11% | ?
Cc1ccc(Cn2ncc3c(N4CCCC4)ncnc32)cc1 | 9% | 14% | 11% | -5% | -12% | -5 | -3% | 14
O=C(NNC(=O)c1cccnc1)Nc1ccc([N+](=O)[O-])cc1 | -3% | -1% | -8% | 4% | -20% | -4 | 11% | -30
NS(=O)(=O)c1ccc(CCNC(=O)CSc2nc3ccsc3c(=O)n2CCCCC(=O)O)cc1 | -5% | 8% | 6% | 9% | 6% | 4 | -22% | 5
CCSc1ccc(-c2cc(NC=O)c3ncc(-c4cc(OC)c(OC)c(OC)c4)n3c2)cc1 | 2% | -1% | ? | ? | -6% | 1 | 38% | 3
CCN(Cc1ccc(OC)c(F)c1)C(C)C(=O)Nc1ccc(S(=O)(=O)N2CCCC2)cc1 (stereo unspecified) | 13% | 4% | -6% | 1% | 0% | -15 | 4% | -21
O=C(C1=C[C@H](c2ccc3c(c2)OCO3)C[C@H](OCCCCO)O1)N1CCOCC1 | 3% | 0% | 11% | 6% | -6% | -2 | -19% | -20
Cc1ccc(CCC(=O)Nc2ccc(N(C)C)cc2)o1 | 9% | 4% | 9% | -4% | 24% | 5 | -3% | 0
COc1cc(OC)cc(-c2nnc(SCc3ccc(C(=O)O)cc3)o2)c1 | -7% | 12% | 17% | 3% | -2% | 1 | 15% | -4
CCCC1=C(C(=O)OCC)C(c2cccs2)C(C#N)=C(N)O1 (stereo unspecified) | -2% | 0% | -19% | -19% | 9% | -9 | . | 40
Cc1ccc(C(=O)N2CCOCC2)cc1Cl | -2% | 7% | 1% | 9% | 16% | 2 | 12% | 2
Cc1nc(-c2cccc(NS(=O)(=O)c3ccccc3)c2)cs1 | -6% | -18% | ? | -1% | -2% | -11 | ? | -24
CC1CCCC(NC(=O)COC(=O)COc2ccc(Br)cc2)C1C (stereo unspecified) | -6% | -1% | -11% | 1% | 9% | 2 | -16% | 3
Cn1c(NCC(O)CO)nc2c1c(=O)n(Cc1ccc(Cl)c(Cl)c1)c(=O)n2C (stereo unspecified) | -10% | -1% | 9% | -19% | ? | 7 | 5% | 28
CC(=O)C[C@@H](O)CC(=O)[C@H]1OC(=O)[C@@H](C)C/C=C\Cc2ccccc21 | 2% | 13% | 9% | 2% | 4% | 25 | -18% | 0
C=CC[C@@H](CC(=O)N[C@H](CO)Cc1ccccc1)C(=O)N[C@@H](COC(=O)[C@@H](CC=C)CC(=O)OC(C)(C)C)Cc1ccccc1 | -10% | 2% | 7% | -10% | 3% | 4 | ? | 17
CCOc1ccc(CN(C)C(=O)CNC(=O)c2ccc3ccccc3c2)cc1OC | 0% | 7% | -2% | -7% | -10% | -4 | 38% | -14
COc1ccccc1NCc1cccn1-c1nnc(N2CCCCCC2)s1 | . | 29% | 8% | . | -11% | 7 | 18% | .
COc1cc(C(CC(=O)O)n2cnnn2)ccc1OC(C)C (stereo unspecified) | 9% | 1% | -11% | 2% | -7% | 1 | 16% | 3
O=C(COc1ccc(Cl)cc1Br)NC(=O)NC1CCCC1 | 3% | 1% | ? | -4% | 33% | -1 | 15% | 11
S=c1[nH]nc(C2CCCCC2)n1/N=C/c1ccc(Br)s1 | -23% | 1% | ? | -1% | 24% | -9 | 18% | -18
O=C(O)c1ccc(Nc2nc(-c3ccccc3)c3ccccc3n2)cc1 | 9% | 6% | 4% | -6% | -9% | 8 | 36% | -4
CCCCOC(=O)/C(=C\c1ccc([N+](=O)[O-])o1)NC(=O)c1ccccc1 | 0% | -1% | -24% | 21% | 4% | -1 | 15% | -6
Cc1ccc(S(=O)(=O)NCCn2nc(C)nc2C)cc1 | 6% | 6% | 0% | 5% | -1% | 4 | 6% | 3
Cc1ccc(/C=N/c2sc3c(c2C(N)=O)CCCC3)o1 | 10% | 0% | 17% | -10% | -9% | 15 | -16% | 7
COc1ccccc1NC(=O)C1=C(C)Nc2ncnn2C1c1ccccc1C (stereo unspecified) | 6% | 2% | -16% | ? | 26% | -2 | 6% | 5
O=c1[nH]c2ccccc2cc1CN(Cc1cccnc1)S(=O)(=O)c1ccc(Cl)cc1 | -3% | 2% | -1% | -12% | 7% | 15 | 15% | 32

Ten structures out of the list, arranged by count of non-hydrogen atoms, lowest first.
SMILES | EPAC2 ag | aSyn rescue | TDP-43 yeast inh | EPAC2 antag | Abeta rescue | DRD3 agonist | FUS suppressor | D3 antag
Cc1ccc(S(=O)(=O)NCCn2nc(C)nc2C)cc1 | 6% | 6% | 0% | 5% | -1% | 4 | 6% | 3
O=C(COc1ccc(Cl)cc1Br)NC(=O)NC1CCCC1 | 3% | 1% | ? | -4% | 33% | -1 | 15% | 11
COc1cc(C(CC(=O)O)n2cnnn2)ccc1OC(C)C (stereo unspecified) | 9% | 1% | -11% | 2% | -7% | 1 | 16% | 3
CC1CCCC(NC(=O)COC(=O)COc2ccc(Br)cc2)C1C (stereo unspecified) | -6% | -1% | -11% | 1% | 9% | 2 | -16% | 3
CC(=O)C[C@@H](O)CC(=O)[C@H]1OC(=O)[C@@H](C)C/C=C\Cc2ccccc21 | 2% | 13% | 9% | 2% | 4% | 25 | -18% | 0
CCCCOC(=O)/C(=C\c1ccc([N+](=O)[O-])o1)NC(=O)c1ccccc1 | 0% | -1% | -24% | 21% | 4% | -1 | 15% | -6
COc1ccccc1NCc1cccn1-c1nnc(N2CCCCCC2)s1 | . | 29% | 8% | . | -11% | 7 | 18% | .
Cn1c(NCC(O)CO)nc2c1c(=O)n(Cc1ccc(Cl)c(Cl)c1)c(=O)n2C (stereo unspecified) | -10% | -1% | 9% | -19% | ? | 7 | 5% | 28
CCOc1ccc(CN(C)C(=O)CNC(=O)c2ccc3ccccc3c2)cc1OC | 0% | 7% | -2% | -7% | -10% | -4 | 38% | -14
C=CC[C@@H](CC(=O)N[C@H](CO)Cc1ccccc1)C(=O)N[C@@H](COC(=O)[C@@H](CC=C)CC(=O)OC(C)(C)C)Cc1ccccc1 | -10% | 2% | 7% | -10% | 3% | 4 | ? | 17

Additional structures follow.
SMILES | EPAC2 ag | aSyn rescue | TDP-43 yeast inh | EPAC2 antag | Abeta rescue | DRD3 agonist | FUS suppressor | D3 antag
CC1(c2cccc(Br)c2)NC(=O)NC1=O (stereo unspecified) | 7% | -3% | 0% | 13% | 0% | 1 | 15% | 2
CCOC(=O)c1ccc(NC(=O)C2CCCN(c3ccc(Sc4ccc(C)cc4)nn3)C2)cc1 (stereo unspecified) | . | . | 24% | . | -5% | -7 | -1% | .
c1ccc(Nc2nn[nH]n2)cc1 | 6% | 2% | -6% | -1% | -5% | 0 | -2% | 1
COc1ccc2cc(C(=O)N3CCN(c4ccc(F)cc4)CC3)[nH]c2c1 | 1% | -1% | -7% | 5% | -5% | 0 | -2% | 0
CN(Cc1ccccc1)C(=O)c1cccc(NC(=O)Cc2ccc(NC(=O)C3CCN(C(=O)C4CC4)CC3)cc2)c1 | 15% | 0% | 11% | -15% | 1% | 14 | 26% | 30

Entries of single compounds from above.
Entry for COc1ccc2cc(C(=O)N3CCN(c4ccc(F)cc4)CC3)[nH]c2c1 → EPAC2 ag = 1%; aSyn rescue = -1%; TDP-43 yeast inh = -7%; EPAC2 antag = 5%; Abeta rescue = -5%; DRD3 agonist = 0; FUS suppressor = -2%; D3 antag = 0
Entry for c1ccc(Nc2nn[nH]n2)cc1 → EPAC2 ag = 6%; aSyn rescue = 2%; TDP-43 yeast inh = -6%; EPAC2 antag = -1%; Abeta rescue = -5%; DRD3 agonist = 0; FUS suppressor = -2%; D3 antag = 1

Screening results from PubChem BioAssay.

Some of the compounds tested; rates above refer to the full screens.
